Source: PubChem BioAssay (Sanford-Burnham Center for Chemical Genomics)
HKDC1 inhibitor = HKDC1 hexokinase inhibitors, primary screen, biochemical, fluorescence, uHTS | Q2TB90 | recombinant HKDC1, G6PDH/diaphorase resazurin coupled fluorescence | inhibition, % at 20 µM | actives 0.16% (n = 340,000) | AID 493160, 2011;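 active means inhibition above about 35% when tested at 20 µM, limit read from the data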;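 further: plate controls were DMSO wells with enzyme for no effect and DMSO wells lacking enzyme for full effect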
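Material – in-house recombinant HK5 (HKDC1) enzyme · Quantity – HKDC1 at 5 µg/mL · Buffer or medium – pH 8.0 Tris buffer with 10 mM MgCl2 · Reagent – glucose with 1 mM ATP · Dosing – single 20 µM dose · Times – reaction time 90 min, room temperature, protected from light · Technique – resorufin fluorescence at 613 nm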
SENP8 block-1 = SENP8 protease inhibitors, primary screen, biochemical, luminescence; actives 1.2% (n = 330,000); AID 2540, 2010; inhibition, % at 10 µM; purified SENP8, Z-RLRGG-aminoluciferin cleavage; in the data active means inhibition above about 50%
SENP6 block = SENP6 protease inhibitors, primary screen, biochemical, luminescence, uHTS | Sentrin-specific protease 6 (Homo sapiens), Q9GZR1 | Recombinant SENP6 catalytic domain, aminoluciferin luminescence | inhibition, % at 10 µM | actives 1.8% (n = 330,000) | AID 2599, 2010;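 active means inhibition above about 50% at the single tested dose, limit read from the data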;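 further: plate controls were DMSO wells with enzyme for no effect and DMSO wells lacking enzyme for full effect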
Target sequence (Q9GZR1 628-1112 limits assumed): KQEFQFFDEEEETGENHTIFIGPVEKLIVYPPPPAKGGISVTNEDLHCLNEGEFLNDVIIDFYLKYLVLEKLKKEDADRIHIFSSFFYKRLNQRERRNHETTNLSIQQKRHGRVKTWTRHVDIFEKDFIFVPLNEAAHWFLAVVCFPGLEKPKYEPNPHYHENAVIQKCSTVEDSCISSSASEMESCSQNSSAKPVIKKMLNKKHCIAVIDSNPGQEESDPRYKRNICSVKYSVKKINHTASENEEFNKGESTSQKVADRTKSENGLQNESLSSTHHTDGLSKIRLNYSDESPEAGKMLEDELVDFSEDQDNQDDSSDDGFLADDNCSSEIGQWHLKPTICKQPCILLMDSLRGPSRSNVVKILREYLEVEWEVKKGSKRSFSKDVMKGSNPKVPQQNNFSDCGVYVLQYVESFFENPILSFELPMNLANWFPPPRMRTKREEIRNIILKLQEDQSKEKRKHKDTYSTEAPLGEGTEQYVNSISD
MIN6 prolif = inducers of MIN6 beta-cell proliferation, primary screen, ATP luminescence, uHTS. proliferation, % at 10 µM. actives 0.29% (n = 330,000). MIN6 cells proliferation, ATPlite luminescence, 48 h; cells starved in 0.2% serum; 100% = growth in 10% serum;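 active means compounds whose signal lies at least 3.5 SD above the mean of all wells on their plate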;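 further: 0% = DMSO-treated cells in low-serum medium and 100% = 10% serum control; some compounds called inactive have numbers as strong as hits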
PfGluPho inh = PfG6PD enzyme inhibitors, primary screen, biochemical, fluorescence intensity, uHTS | actives 0.78% (n = 350,000) | glucose-6-phosphate dehydrogenase-6-phosphogluconolactonase (Plasmodium falciparum 3D7) | PfGluPho enzyme, NADPH resazurin-diaphorase fluorescence | inhibition, % at 20 µM;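 active means inhibition reaching at least a set limit at 20 µM in the primary screen, cut at about 59% in these data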;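 further: 0% = DMSO wells with substrate and 100% = DMSO wells lacking glucose-6-phosphate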
SENP7 block = SENP7 protease inhibitors, primary screen, biochemical, luminescence, uHTS; recombinant SENP7, Z-RLRGG-aminoluciferin luminescence, 40 min; inhibition, % at 5 µM; actives 1.5% (n = 330,000); AID 434973, 2010;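 active means inhibition above about 50% at the single test dose, limit read from the data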;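 further: plate controls were DMSO with enzyme for no effect and no enzyme buffer wells for full effect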
Target sequence (Q9BQF6 706-1050 limits assumed): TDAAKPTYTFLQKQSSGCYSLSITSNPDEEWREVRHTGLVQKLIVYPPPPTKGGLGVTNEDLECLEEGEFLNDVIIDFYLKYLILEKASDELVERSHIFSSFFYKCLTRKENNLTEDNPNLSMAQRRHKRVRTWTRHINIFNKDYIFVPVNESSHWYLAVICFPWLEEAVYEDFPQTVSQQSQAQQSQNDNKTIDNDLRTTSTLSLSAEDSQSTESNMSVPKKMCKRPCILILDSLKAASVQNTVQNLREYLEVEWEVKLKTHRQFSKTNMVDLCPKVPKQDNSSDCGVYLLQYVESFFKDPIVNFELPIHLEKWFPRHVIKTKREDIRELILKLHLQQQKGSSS
UBC13 polyUb = UBC13 polyubiquitin chain formation inhibitors, primary screen, biochemical, TR-FRET, uHTS. inhibition, % at 20 µM. actives 0.47% (n = 330,000); in the data active means inhibition above about 45%, passing the limit was not always enough
SENP1 inh = human SENP1 catalytic domain inhibitors, primary screen, biochemical, FRET, uHTS; recombinant SENP1 catalytic domain, CyPet-SUMO1-YPet FRET cleavage; actives 0.21% (n = 360,000); inhibition, % at 10 µM;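 active means inhibition at least 30% at 10 µM, raw YFP signal under a set limit, fluorescence ratio 0.5 to 1.5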;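 further: 0% = enzyme with DMSO and 100% = no enzyme wells; some results filed as inactive read as strong as hits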
Target sequence (Q9P0U3 419-644 limits assumed): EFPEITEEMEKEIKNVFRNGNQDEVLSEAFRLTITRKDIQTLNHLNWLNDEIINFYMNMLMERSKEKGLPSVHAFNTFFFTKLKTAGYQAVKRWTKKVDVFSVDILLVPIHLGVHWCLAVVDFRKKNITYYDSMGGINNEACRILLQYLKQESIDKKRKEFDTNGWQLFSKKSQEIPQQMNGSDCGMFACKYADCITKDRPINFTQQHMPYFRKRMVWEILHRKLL
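System: Recombinant human SENP1 catalytic domain, His6-tagged | Incubation: Enzyme reaction for 50 min at room temperature, dark | Medium: Tris pH 8 with BME, BSA, NP40 and catalase | Also added: 25 nM SUMO1 FRET substrate | Compound: 10 µM single point, 0.5% DMSO | Measured by: FRET fluorescence in CFP and YFP emission channels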
SENP8 block-2 = human SENP8 protease inhibitors, primary screen, biochemical, fluorescence, Nedd8 protein substrate, uHTS. Sentrin-specific protease 8 (Homo sapiens), Q96LD8. recombinant SENP8. inhibition, % at 20 µM. actives 0.64% (n = 360,000). AID 602440, 2012; in the data active means inhibition mostly above about 40%, no sharp cut-off; inactive means mostly below about 27%
An asterisk follows results filed as active; i = inactive; x = not tested or not shown.

Below each compound: SENP8 block-1, HKDC1 inhibitor, MIN6 prolif, SENP6 block, UBC13 polyUb, SENP7 block, SENP8 block-2, PfGluPho inh, SENP1 inh
Cc1noc(NS(=O)(=O)c2ccc(NC(=O)c3cccc(S(=O)(=O)N(C)c4ccccc4)c3)cc2)c1C
    x, 2, x, x, x, x, 5, -5, 0
Cc1ccccc1N1CCN(C2CCCN(C(=O)c3ccc(Cl)s3)C2)CC1 (stereo not drawn)
    5, -4, -3, -15, 8, -8, 16, 6, 1
O=C(c1cnc2n(c1=O)CCS2)N1CCN(c2ccccc2F)CC1
    -3, -5, -3, -6, 7, 8, 6, -7, 1
Cc1sc2nc(SCC(=O)Nc3c(C)n(C)n(-c4ccccc4)c3=O)n(C)c(=O)c2c1C
    -1, -2, -2, -6, 1, 2, 1, -8, 6
C=CCN1CCc2c(cc(O)c(O)c2Cl)C(c2ccccc2)C1 (stereo not drawn)
    -7, 3, -8, 7, 5, 10, 15, 2, 1
O=C(O)CCC(=O)Nc1ccc(Br)cc1C(=O)c1ccccc1Cl
    3, -3, -3, 3, 4, 0, 9, -20, 2
Cc1ccc(N(CC(=O)NCCc2ccccc2)S(=O)(=O)c2c(C)noc2C)cc1
    -5, -9, -4, -17, -6, -18, 3, 6, 0
CC1CC(C)CN(C(=O)COC(=O)c2nn(C)c(=O)c3ccccc23)C1 (stereo not drawn)
    9, -1, -7, -4, -7, -14, -1, -10, 2
O=c1c2ccccc2nnn1CSc1nnnn1-c1ccccc1
    -5, 1, -1, 12, 6, 0, 13, -2, 2
O=C1c2ccccc2C2=Nc3ccccc3SC(c3cccc(F)c3)C12 (stereo not drawn)
    3, -10, 0, -2, -51, 5, 27, 50, 14
N#Cc1nc(COc2ccc(Br)cc2)oc1N1CCCC1
    -4, 1, 0, -4, 6, 3, 23, 7, 3
CCOC(=O)C1CCN(C(=O)Cn2cc(C#N)c3ccccc32)CC1
    -2, -1, -1, -4, 6, 0, -35, -15, -3
Cc1ccc(Cl)cc1NC(=S)N(CCCN1CCN(C)CC1)Cc1ccco1
    -2, -4, 1, 2, 4, 5, 14, 5, 3
COc1nc(-c2ccccc2)c2c(c1C#N)CC(C)(C)OC2
    -11, -6, -5, -19, -6, -10, 14, -21, -1
CSc1nc(NCC(C)C)c2c3c(sc2n1)CN(C)CC3
    6, 14, -4, 4, 6, 17, -319, -2, -69
NC(N)=NCC(O)CN(c1ccccc1)c1ccccc1 (stereo not drawn)
    -5, -6, -2, -23, 12, 2, 17, 20, 1
C/C=C(\C)C(=O)Nc1cccc(C2=NOC3(C2)C[C@@H](C(N)=O)N(C(=O)/C(C)=C/C)C3)c1 (stereo partly drawn)
    -4, -3, 0, 9, -4, -3, 13, -5, 1
CCCC(=O)NC(C)C(c1cccs1)N1CCN(c2ccccc2)CC1 (stereo not drawn)
    -9, -3, 1, -11, 3, -10, 18, -2, 2
CCc1ccc(C(=O)N2CCC(c3nc4ccccc4s3)CC2)cc1
    0, 5, -2, 11, 3, 4, 33, -5, 2
CN(C)C(CNC(=O)c1ccc(NS(=O)(=O)c2ccc(F)cc2)cc1)c1ccco1 (stereo not drawn)
    9, 1, 3, -9, -2, -4, -159, -7, 1
O=C(CN1C(=O)COc2ccccc21)NCCCN1CCCCC1
    9, 2, 6, -2, 3, 0, 5, -2, 0
Cc1ccc(SCCC(=O)N2CCCC2)cc1
    -1, -7, 0, -21, 3, -6, 13, 4, 2
Cc1ccc(-n2c(C)cc(C(=O)CSc3nnc4ccccn34)c2C)cc1
    5, -1, -6, -20, -8, -18, -21, 26, -2
COc1ccccc1C(=O)N1CCN=C1SCc1cccnc1
    -5, -3, 0, -13, 6, 5, 13, 5, 0
Cc1nc(NC(=O)CN(C)S(=O)(=O)c2ccc(Cl)cc2)sc1C
    -1, -2, -1, 8, 0, 11, 5, 1, 2
CN(C(=O)COC(=O)c1ccccc1NCc1ccco1)c1c(N)n(Cc2ccccc2)c(=O)[nH]c1=O
    -7, 5, -2, 1, 30, -12, i, 12, -4
O=C(N/N=C/c1ccccc1O)c1cccc(C(F)(F)F)c1
    -4, 7, -5, -15, -7, 9, 12, -36, -42
CCN(CC)S(=O)(=O)c1ccc(NC(=O)c2cccnc2Cl)c(NC(=O)c2cccnc2Cl)c1
    -9, -3, -1, -28, -6, -17, 0, 4, 1
CC1CCCC(C)N1C(=O)COC(=O)c1nn(C)c(=O)c2ccccc12 (stereo not drawn)
    -1, -6, 0, 7, -3, 10, 1, -5, 2
COc1ccccc1CN1CCNC(=O)C1CC(=O)N(C)Cc1cnccn1 (stereo not drawn)
    x, 4, x, x, x, x, -8, 8, -4
Cc1c(NC(=O)c2cc(-c3ccc(Cl)cc3)on2)c(=O)n(-c2ccccc2)n1C
    -3, -6, 5, -24, -1, -6, -4, -7, 0
Cc1cccc(NCN2C(=O)c3ccccc3C2=O)c1
    -5, -5, -3, -3, 2, 3, 16, 5, 0
CCOC(=O)COc1ccc(S(=O)(=O)NCc2ccncc2)cc1
    -2, 9, -4, -23, -2, -3, 19, 10, 0
CCn1ncc(Br)c1C(=O)Nc1ccc(F)c([N+](=O)[O-])c1
    -3, 8, -5, -2, -2, 5, 19, -9, -2
O=C(Cc1csc(N2CCOCC2)n1)N/N=C/c1ccc(F)cc1
    -2, -7, 2, 4, 1, 5, 12, 0, 0
CCCS(=O)(=O)N1CCCC(C(=O)NCCCN2CCN(c3ccc(F)cc3)CC2)C1 (stereo not drawn)
    -3, 0, -1, -19, 4, -4, 23, -16, 4
C=CCn1c2ccccc2c(=O)c2cc(C#Cc3cc(OC)cc(OC)c3)ccc21
    -19, 6, -1, -10, -7, -1, i, 8, -27
CC(Oc1ccc2c3c(c(=O)oc2c1)CCC3)C(=O)NCC1CCC(C(=O)O)CC1 (stereo not drawn)
    11, -2, -1, -8, -4, 2, 2, 15, -1
CCC(C)n1c(SCC(=O)NC2CCCC2)nc2ccccc2c1=O (stereo not drawn)
    -5, 5, 0, -14, -5, -1, 0, -4, 1
Cc1ccc(S(=O)(=O)N(Cc2ccc(Cl)cc2)c2ccccc2C(=O)O)cc1
    -1, 2, 1, -4, 0, -2, 10, -34, 1
CCC(C)(C)NC(=O)c1ccc2c(c1)N(CC(=O)NC1CCCC1)C(=O)C(C)(C)O2
    5, -16, 0, -31, -2, -1, 5, -19, 3
Cn1c(=O)c2c(SCC(=O)N3CCCc4ccccc43)nc(C3CC3)nc2n(C)c1=O
    8, -13, -5, 12, 9, 0, -1, 2, 2
CC(=NCc1ccccc1)C1=C(O)COC1=O
    0, -4, 2, -12, 3, 7, 8, -8, -3
N#Cc1c(NCCCO)nc(-c2ccccc2)c2c1CCCC2
    5, 4, 4, 8, 17, 11, i, -40, -25
CC1CC2(CCCCC2)N2C(=O)C(=O)c3cccc1c32 (stereo not drawn)
    4, 29, -6, -6, -11, 6, 1, -2, 0
Clc1cccc(CN2CCN(c3ncccn3)CC2)c1Cl
    0, -9, 1, 10, 3, -2, 6, 6, 0
O=C(CN1CCN(c2ccccc2)CC1)NCc1ccc(F)cc1
    -8, -1, 6, -19, 0, -1, 20, 2, 2
CC(C)(C)NC(=O)C1CCCN(S(=O)(=O)c2ccc(-n3cnnn3)cc2)C1 (stereo not drawn)
    -3, 2, 0, -10, 5, -1, 0, 11, -1
O=C(N/N=C/c1ccccn1)c1ccc(Br)o1
    -4, 4, 0, -2, -20, 11, 21, -15, -5
CCCCN(CC)S(=O)(=O)c1ccccc1
    -1, 2, -1, -7, 8, -1, 3, -13, 0
CCc1ccc(NC(=O)C2CCCN(S(=O)(=O)c3cnc[nH]3)C2)cc1 (stereo not drawn)
    -3, 4, -3, -4, 1, -2, 8, -4, 0
O=C(COC(=O)c1ccccc1O)NCCc1c[nH]c2ccccc12
    2, -4, -4, -4, 2, 4, -19, -6, -2
O=Cc1ccc(OCC(=O)Nc2ccccc2C(F)(F)F)cc1
    -1, -6, -3, -8, -13, -2, 26, -1, 2
Cc1cccn2c(=O)c(/C=C(\C#N)S(=O)(=O)c3ccccc3)c(N3CCN(c4ccccc4)CC3)nc12
    -10, -6, -3, 1, -15, 6, -21, -11, -36
N#Cc1cnn2c(-c3ccc(Cl)cc3Cl)ccnc12
    3, -3, -2, -1, 12, 4, -382, 14, -28
Cc1nnc(NC(=O)CSc2nc3c(c(=O)n2CCc2ccccc2)SC(C)C3)s1 (stereo not drawn)
    -4, -6, -3, -15, -5, -10, -44, 6, -2
COc1ccc(-c2cc(C(=O)NCCc3ccccc3)no2)cc1OC
    -5, -6, 0, 2, 0, -4, -31, -8, -1
O=C(CSc1nnc(C2CC2)n1C1CC1)c1cccs1
    -1, -6, -3, -4, 4, -8, -4, 13, 2
COc1ccc(-c2nc3ccccc3n2OC(C)C(=O)O)cc1 (stereo not drawn)
    -9, -14, -4, -19, -3, -423, 6, 19, 2
CCOc1ccc(C(=O)Nc2c(C(N)=O)oc3ccccc23)cc1
    -2, -3, 0, 11, 0, -3, -1, 12, 2

Part of the list above, reduced to SENP1 inh:
structure,SENP1 inh
O=C(N/N=C/c1ccccn1)c1ccc(Br)o1,-5
O=C(COC(=O)c1ccccc1O)NCCc1c[nH]c2ccccc12,-2

Going on with the list.
Below each compound: SENP8 block-1, HKDC1 inhibitor, MIN6 prolif, SENP6 block, UBC13 polyUb, SENP7 block, SENP8 block-2, PfGluPho inh, SENP1 inh
Cc1nn(-c2ccccc2[N+](=O)[O-])c(=O)c2ccccc12
    10, -4, -1, 10, -3, -1, 6, -9, 3
CCCNC(=O)CS(=O)(=O)c1ccccc1
    4, -8, -1, -12, 1, 4, -2, 4, 1
CC1CCCC(C)N1C(=O)CSc1ccc(-c2ccc3c(c2)OCCO3)nn1 (stereo not drawn)
    8, 2, -2, -16, 0, 7, 8, 4, 3
COc1ccc(Cl)cc1NC(=O)CNc1ccc(F)cc1C
    -4, -8, -4, 8, 5, 11, 16, 12, 2
CCCc1nc2ccc(NC(=O)c3ccco3)cc2c(=O)n1Cc1ccc(Cl)cc1
    -7, 7, -2, 0, 4, 8, -24, -7, -2
CC(C)c1ccc(/C=C2\SC(N3CCCC3)=NC2=O)cc1
    -17, 21, -3, -20, -6, 0, -7, -20, 0
COc1ccc(NC(=O)C(=O)NCCN2CCN(C(=O)c3cccs3)CC2)cc1
    2, -1, 0, 0, 0, 2, 23, -7, -1
Cc1ccc(Cn2ccc(NC(=O)c3cc(-c4cccs4)on3)n2)cc1
    -10, -12, -4, -8, -7, -5, 4, -3, -1
O=c1c2cc(N3CCOCC3)ccc2[nH]c(=S)n1CCN1CCCC1
    -5, -6, -4, -17, -2, -3, -295, 20, -25
C#CCn1c(=NC(=O)c2cc(Cl)sc2Cl)sc2cc(S(N)(=O)=O)ccc21
    -6, -3, 0, 4, -18, -9, -96, -19, -2
COc1ccccc1NS(=O)(=O)c1cccc(C(=O)NCC(c2ccco2)N(C)C)c1 (stereo not drawn)
    1, 0, 3, -3, 9, -2, -19, 5, -5
